From PubChem BioAssay
NR2E3 ag-1 – human photoreceptor-specific nuclear receptor agonism. CHO-S Gal4-NCOR/VP16-NR2E3 two-hybrid, luciferase. inhibition of corepressor binding, % at 3.98 µM. 0.35% of 360,000 active. AID 602229;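 active = inhibition above the mean of all tested compounds plus 3 SD, cut at about 70% in these data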;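 note: 0% = DMSO with NR2E3 transfected cells and 100% = cells lacking NR2E3 construct; higher means lower luciferase signal from less NR2E3 corepressor binding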
TRPM1 prom inh – reduces MITF-dependent TRPM1 promoter luciferase signal; SK-MEL-5 TRPM1 promoter luciferase, 24 h; inhibition, % at 12.5 µM; 0.83% of 330,000 active; AID 488899;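 active = mean inhibition across replicates of 60% or more, whatever share of single replicates reaches that level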; note: values of inactives mirror those of a sister screen read the other way
Peg3 prom inh – inhibitors of Peg3 promoter | AID 588405 | HeLa PEG-Prom luciferase reporter, luminescence, overnight | 1.7% of 360,000 active | inhibition, % at 20 µM;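 active = inhibition of at least 50% at 20 µM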
H9c2 protect – modulators protecting cardiomyocytes from myocardial damage; H9c2 cardiomyocytes, H2O2 injury protection, ATPLite, 2 h; protection from H2O2 cell death, % at 20 µM; 0.63% of 360,000 active; AID 588492;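 active = compounds giving at least 50% protection of heart cells from peroxide-induced death in the single-dose screen, raw or plate-pattern-corrected value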;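 note: 0% = DMSO wells with peroxide and 100% = DMSO wells without peroxide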
CaV13 ICDI inh – Primary screen for inhibitors of IQ motif and Ca2+-dependent inactivation inhibitor domain binding in CACNA1D, Förster resonance energy transfer in living cells, …. 0.098% of 340,000 active. inhibition, % at 12.3 µM. AID 743397. HEK cells, CFP/YFP FRET ICDI-IQ, plate reader, 10 min; percent FRET-ratio fall versus neutral wells;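 active = mean replicate inhibition of at least 30% and at least 1% of replicates passing that level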;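 note: 0% = median of the neutral control wells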
PDI turbidity – blocks human protein disulfide isomerase activity. P07237. PDI insulin aggregation turbidity, A650, 90 min. inhibition, % at 10 µM. 0.052% of 350,000 active. AID 588391;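 active = mean inhibition across replicates of 30% or more, whatever share of single replicates reach that level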;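 note: absorbance from insulin aggregation driven by PDI reduction with DTT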
Target sequence (P07237 whole entry, looked up): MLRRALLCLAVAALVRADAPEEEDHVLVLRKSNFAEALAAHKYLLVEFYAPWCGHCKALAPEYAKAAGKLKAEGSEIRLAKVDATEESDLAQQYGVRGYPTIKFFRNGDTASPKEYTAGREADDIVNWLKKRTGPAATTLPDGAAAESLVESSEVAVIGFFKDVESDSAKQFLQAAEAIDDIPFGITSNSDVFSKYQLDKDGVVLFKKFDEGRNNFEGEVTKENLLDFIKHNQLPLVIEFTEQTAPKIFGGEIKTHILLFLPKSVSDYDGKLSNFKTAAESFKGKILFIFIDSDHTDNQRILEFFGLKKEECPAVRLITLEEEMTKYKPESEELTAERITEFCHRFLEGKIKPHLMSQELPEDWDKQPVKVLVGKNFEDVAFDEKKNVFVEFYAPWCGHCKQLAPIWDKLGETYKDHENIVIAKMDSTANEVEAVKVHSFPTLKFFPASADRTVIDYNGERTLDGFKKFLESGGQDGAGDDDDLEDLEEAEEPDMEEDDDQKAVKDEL
HIF-2a inh – inhibitors of HIF-2a; 0.72% of 360,000 active; 786-0 RCC cells HIF-2a reporter, luciferase luminescence, overnight; inhibition, % at 18.8 µM;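 active = inhibition of the luminescence signal of 40% or more relative to plate controls, in a single-dose primary screen at 18.75 µM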
NR2E3 ag-2 – NR2E3 (human) agonism. inhibition of corepressor binding, % at 4.78 µM. AID 2300. 0.12% of 320,000 active. GST-NR2E3/biotin-RetCOR TR-FRET, 1536-well. Q9Y5X4;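 active = percent inhibition above the cutoff of mean plus 3 SD of all tested compounds, set per screening campaign, cut at about 20% in these data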;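 note: 0% = DMSO wells and 100% = biotin wells as full block of FRET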
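System: GST-tagged NR2E3 plus biotinylated RetCOR corepressor; Buffer or medium: pH 7.5 Tris-based buffer; Probe or stimulus: RetCOR corepressor, biotinylated, 7 nM; Doses: compound at 4.8 µM, single dose; Schedule: 5 h incubation at 4 °C; Technique: time-resolved FRET; Evaluation: percent inhibition of TR-FRET ratio; Replication: one well per compound, singlicate testing.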
HTR2A ag – agonists of mouse serotonin 5-HT2A receptor (HTR2A); activation, % at 7.6 µM; CHO-K1 mHTR2A beta-arrestin complementation, luminescence; percent of 30 µM serotonin response; AID 624169; 0.66% of 360,000 active; P35363;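 active = activation above a run cutoff, the mean activation of all tested compounds plus 3 SD, cut at about 14% in these data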;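 note: 0% = plate median of compound wells and 100% = 30 µM serotonin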
Target sequence (P35363 whole entry, looked up): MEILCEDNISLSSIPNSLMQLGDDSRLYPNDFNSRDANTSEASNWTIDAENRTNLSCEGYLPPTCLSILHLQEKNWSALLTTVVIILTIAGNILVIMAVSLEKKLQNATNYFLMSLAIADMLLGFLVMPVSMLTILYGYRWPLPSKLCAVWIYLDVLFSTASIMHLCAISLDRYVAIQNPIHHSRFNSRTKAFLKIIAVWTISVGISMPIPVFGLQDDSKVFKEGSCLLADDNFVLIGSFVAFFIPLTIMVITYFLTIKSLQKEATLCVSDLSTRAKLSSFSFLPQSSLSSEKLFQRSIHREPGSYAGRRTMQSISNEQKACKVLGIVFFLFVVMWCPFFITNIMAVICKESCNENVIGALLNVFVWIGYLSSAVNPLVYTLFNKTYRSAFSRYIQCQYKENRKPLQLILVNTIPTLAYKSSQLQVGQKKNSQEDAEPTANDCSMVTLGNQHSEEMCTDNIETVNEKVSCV
Shn3 inh set2 – reduces Shn3 3'UTR luciferase signal in osteoblasts; Clone20 osteoblast Shn3 3'UTR firefly luciferase, 24 h; inhibition, % at 12.5 µM; 0.52% of 360,000 active;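 active = mean inhibition of at least 75% with every replicate also reaching 75%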;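 note: 0% = median of neutral control wells and 100% = pilot-screen positive control compound; some compounds past the cut are filed as inactive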
hiPSC survival – increases survival of single human iPS cells. 0.044% of 360,000 active. survival enhancement, % at 20 µM. AID 602274. hiPSC single-cell survival, ATPlite luminescence; 100% = ROCK inhibitor wells, 0% = DMSO; in the data active = survival enhancement above about 18%;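 note: cells exposed to compounds for 16 hours before the ATP read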
Active calls of the source: *; / = not tested or not shown.

Second line of a record: NR2E3 ag-1 | TRPM1 prom inh | Peg3 prom inh | H9c2 protect | CaV13 ICDI inh | PDI turbidity | HIF-2a inh | NR2E3 ag-2 | HTR2A ag | Shn3 inh set2 | hiPSC survival
- CCCOC(=O)c1[nH]c2c(c1C)C(=O)CC(c1ccc(OC)c(OC)c1)C2 (centres undefined)
 : 5 | 9 | 16 | -4 | -5 | -6 | 0 | 0 | 5 | 8 | -0.5
- COc1ccc(C(=O)O/N=C(\N)c2ccc(OC)c(OC)c2)c(OC)c1
 : -101 | -54 | -131 | 0 | / | -4 | -116 | -2 | 5 | -37 | 0.0
- CC(Sc1ncn[nH]1)C(=O)Nc1ccc(Cl)cn1 (centres undefined)
 : -12 | 7 | 16 | 10 | -7 | 0 | 12 | -5 | 1 | 2 | -0.3
- CSc1ccccc1NC(=O)CN(C)C(=O)C1CC(=O)N(C(C)c2ccccc2)C1 (centres undefined)
 : -22 | 2 | 6 | 1 | -2 | -2 | 8 | -2 | -11 | -9 | -2.8
- CC1CN(C(=O)CCNC(=O)c2ccccc2Cl)CC(C)O1 (centres undefined)
 : 6 | -3 | 4 | 0 | -6 | -7 | 16 | 7 | 5 | 0 | 0.0
- Cc1c(NC(=O)CN2C(=O)c3cccc4cccc2c34)c(=O)n(-c2ccccc2)n1C
 : -9 | 6 | -6 | -2 | -4 | 4 | 15 | 2 | 9 | 7 | -1.7
- O=C(O)CCC(=O)N1N=C(c2cccs2)CC1c1cccc([N+](=O)[O-])c1 (centres undefined)
 : -25 | 11 | 7 | 2 | -19 | 12 | 17 | 2 | 2 | 1 | -0.3
- CC1(C)CC(=O)C(C(=O)c2ccccc2)C(=O)C1
 : -3 | 2 | 6 | -1 | 3 | -6 | 13 | 0 | 19* | 8 | -0.1
- O=C(CCl)Nc1cccc(CP(=O)(c2ccccc2)c2ccccc2)c1
 : 11 | 6 | 22 | 1 | 3 | 8 | 44* | 1 | -3 | 0 | -0.2
- Cc1ccc(-c2cc(C(=O)OCC(=O)Nc3cc(C)on3)c3ccccc3n2)c(C)c1
 : -4 | 10 | 12 | 3 | / | -2 | 11 | -1 | 1 | -4 | 3.6
- COc1cc(CNCc2ccc(SC)cc2)cc(OC)c1
 : -18 | -8 | 15 | -22 | -3 | 17 | 7 | 0 | 2 | 13 | -0.9
- Cc1cc(/C=C2\SC(=S)NC2=O)c(C)n1-c1cccc(O)c1
 : -127 | -56 | -268 | -17 | -15 | 23 | -294 | -2 | -2 | -67 | -0.4
- COc1ccccc1NC(=O)Nc1nc(CC(=O)N2CCN(c3ccccc3)CC2)cs1
 : 20 | -1 | 13 | 0 | -6 | -10 | -1 | 0 | -2 | 16 | -0.1
- COc1ccc(-c2cc(C(=O)NC(C(=O)O)C(C)C)c(C)o2)cc1OC (centres undefined)
 : -63 | -36 | -88 | 11 | -3 | -1 | -77 | 2 | 4 | -36 | -1.0
- CCCCCCn1c(=O)n2n(c1=O)[C@@H]1CN(S(=O)(=O)c3ccc(C)cc3)C[C@]1(O)[C@@H](OC(=O)NCc1ccco1)C2
 : -9 | / | 17 | 0 | -5 | 4 | 22 | / | 3 | -4 | -1.4
- CCN(CC)CCN(Cc1cc2cc3c(cc2[nH]c1=O)OCO3)C(=S)NCc1ccco1
 : 6 | 14 | 14 | 18 | 3 | 4 | 3 | 1 | 2 | 2 | -0.2
- COc1cc2[nH]c(=O)n(CCCCCC(=O)N3CC=C(c4ccccc4)CC3)c(=O)c2cc1OC
 : -4 | 17 | 70* | 31 | -5 | -4 | 13 | 0 | -4 | 32 | 2.0
- CC(C)Cc1nnc(NC(=O)Cc2cccs2)s1
 : 0 | -11 | -4 | 1 | -7 | -1 | -23 | 5 | 2 | -10 | 2.2
- Cc1ccc(C(O)P(=O)(OC(C)C)c2ccc(N(C)C)cc2)cc1 (centres undefined)
 : 3 | / | 10 | -2 | 4 | 0 | 15 | -1 | -2 | -1 | -0.2
- C#CCOCCOCCOCCNc1nc(N2CCN(C(=O)CCCCCCCCCCNC(=O)Cn3cc(CCCCCN)nn3)CC2)nc(N2CCN(C(=O)CCCCCCCCCCNC(=O)Cn3cc(CCCCCN)nn3)CC2)n1
 : -44 | -2 | -17 | 4 | / | -3 | -17 | -1 | -3 | -3 | 0.9
- COc1cc(OC)c(NC(=O)c2cc3ccccc3cc2O)cc1Cl
 : -109 | 3 | -54 | -21 | -6 | -4 | -190 | / | -5 | 3 | -2.5
- CN(Cc1ccccc1)C(=O)c1ccc(Cc2cn(C)c3ccccc23)nc1
 : -18 | / | 11 | 0 | -7 | 3 | 1 | / | -8 | 1 | -1.4
- CCCCn1nc2cc(C(=O)NCc3cc(C(F)(F)F)cc(C(F)(F)F)c3)ccc2c1OCC
 : 17 | -1 | -9 | -8 | -4 | -24 | -14 | 5 | -2 | 4 | 0.3
- Cn1nc(C(F)(F)F)cc1C(=O)O
 : -17 | 8 | 5 | 6 | -16 | 4 | 15 | 5 | 2 | 1 | -0.5
- COC(=O)CSc1nnc(C)n1-c1ccc(C)cc1
 : -27 | -7 | 9 | -2 | / | -10 | 10 | 0 | 2 | -42 | 6.5
- CN(C)c1ccc(N/C=C/C(=O)c2ccccc2)cc1
 : -32 | 9 | 11 | -19 | -9 | 5 | -40 | 4 | 3 | 13 | -6.3
- C#CCN(C[C@H]1[C@H](OC(=O)NCC2CCCCC2)[C@H](OC(=O)NCC2CCCCC2)C[C@H]2C(=O)N(c3ccccc3)C(=O)[C@@H]12)S(=O)(=O)c1ccc(C)cc1
 : -13 | / | -3 | 1 | -10 | -1 | 3 | / | -5 | 6 | -1.6
- CC(C)NC(=S)NNc1nc2ccccc2s1
 : -33 | 4 | -100 | -4 | 11 | -3 | -98 | -2 | -1 | 12 | -0.8
- O=C1CN(c2nc(-c3cccnc3)nc3scc(-c4ccccc4)c23)CCN1
 : -30 | 9 | -9 | 3 | -7 | -1 | -13 | -7 | 2 | -58 | 0.3
- COC(=O)c1ccc(CSc2ccccc2NC(=S)Nc2cccc(SC)c2)o1
 : -50 | / | -108 | -9 | -7 | 2 | -117 | / | -8 | -4 | -1.3
- COc1cccc(N2CCN(C(=S)Nc3ccc(C)cc3C)CC2)c1
 : -14 | 3 | -4 | -2 | -23 | 7 | 22 | 4 | 5 | -1 | -0.4
- O=C(NCc1cccnc1)c1cc(-c2cccs2)on1
 : -37 | -22 | -82 | 4 | -4 | -8 | -177 | 3 | -2 | -32 | -0.1
- O=C(O)Cn1c(SCc2ccccc2)nc2ccccc21
 : -4 | -2 | -10 | 2 | -3 | -2 | -17 | 3 | 1 | -8 | 1.3
- CN(C)c1ccc(NC(=O)C[n+]2ccccc2)cc1
 : 8 | -1 | 20 | 0 | -21 | 4 | 6 | 0 | -4 | 16 | -0.9
- CN(C(=S)NC(=O)C1CCCC1)c1ccccc1
 : -36 | / | -64 | -2 | -6 | 0 | -79 | / | -3 | -27 | -1.8
- O=C(/C=C/c1ccco1)NC(=S)Nc1ccccc1Br
 : -14 | -16 | -26 | -6 | -6 | -2 | -81 | 1 | 6 | -17 | 0.9
- CCCCOCCCNC(=O)c1ccc([N+](=O)[O-])c(C)c1
 : -16 | -2 | -5 | 5 | -5 | -2 | 12 | 0 | -3 | -29 | 0.8
- CCc1ccc(NC(=O)CC2C(=O)NCCN2C(=S)Nc2ccccc2)cc1 (centres undefined)
 : 7 | -8 | 4 | -6 | -4 | -2 | 5 | 2 | -5 | 2 | -1.3
- CCC1(c2ccc(F)cc2)NC(=O)N(CC(=O)NCc2ccccc2Cl)C1=O (centres undefined)
 : 8 | 3 | -2 | 6 | -4 | 2 | 12 | 2 | -2 | -3 | 0.5
- O=C(O)c1ccccc1NS(=O)(=O)c1cccc2cccnc12
 : 1 | 0 | -11 | 16 | -7 | 12 | -3 | 2 | -1 | / | 0.1
- COc1cccc(CN=c2c([N+](=O)[O-])nn(-c3ccccc3C)n2O)c1
 : 33 | 18 | 18 | -3 | -17 | -42 | 13 | 3 | 0 | 30 | -2.2
- Cc1ccc(-c2noc(CSc3nc(N)cc(N)n3)n2)cc1
 : -99 | -44 | -316 | -11 | -5 | -2 | -259 | 4 | -6 | -32 | 0.5
- Cc1ccc(C(=O)NCC(=O)N2CCC(Cc3ccccc3)CC2)cc1
 : 2 | 9 | -6 | -4 | -3 | -5 | -24 | -1 | 7 | 2 | -0.1
- CCCn1nnnc1NCc1ccc(SC)cc1
 : 13 | -16 | 23 | -3 | -11 | -57 | 9 | 4 | 1 | 8 | 0.5
- CCCS(=O)(=O)N1CCN(Cc2ccco2)CC1
 : -2 | 16 | 6 | 3 | / | 2 | 4 | 1 | -6 | 10 | 0.9
- O=C(NC1=NCCS1)C12CC3CC(C1)CC(C(=O)NC1=NCCS1)(C3)C2
 : 8 | -4 | 18 | 11 | / | -2 | 6 | 3 | 2 | 18 | 19
- CN(C)S(=O)(=O)c1cccc(NC(=O)c2cc3ccccc3o2)c1
 : -15 | -34 | -192 | 8 | -3 | 1 | -219 | 1 | 0 | -5 | 3.1
- CCN(CC)c1ccc(NC(=O)COC(=O)CCC(=O)c2ccc(F)cc2)cc1
 : -20 | 4 | -15 | 2 | -5 | -5 | 5 | -10 | -4 | -21 | -1.7
- O=C1NC(=S)S/C1=C\c1coc2ccccc2c1=O
 : -6 | -2 | -25 | -6 | -2 | 1 | -74 | 7 | 4 | -17 | -0.5
- COc1ccc(NC(=O)CSc2nnc(-c3ccccc3Cl)n2Cc2ccco2)c(OC)c1
 : -21 | 3 | 9 | -1 | -5 | 11 | 17 | 1 | -3 | 3 | 0.2
- COc1ccc(CONS(=O)(=O)c2ccc(NC(C)=O)cc2)cc1Cl
 : 0 | 2 | 8 | -11 | -8 | -5 | 5 | 1 | -4 | -2 | 1.3
- COc1ccc2c(c1)S(=O)(=O)c1ccccc1N2
 : -16 | -14 | 12 | 3 | -7 | 3 | 4 | 6 | 0 | -3 | 0.6
- CCCN(CCC)C(=O)CC(c1ccccc1)c1cc(C)ccc1O (centres undefined)
 : -3 | 4 | 20 | -8 | -7 | 0 | 12 | 3 | 1 | 9 | 1.9
- CCOC(=O)c1ccc2[nH]c(C)c(CCC(C)=O)c(=O)c2c1
 : 11 | -7 | -15 | 7 | -5 | -8 | -22 | 9 | 1 | -21 | 1.4
- O=S(=O)(c1ccc2c(c1)OCCO2)N1CCC(n2nnc3cc(F)ccc32)CC1
 : -6 | -1 | 23 | -1 | -6 | -1 | 22 | 0 | 2 | 13 | -2.2
- COc1ccccc1NCC(=O)Nc1cc(S(=O)(=O)N2CCOCC2)ccc1N1CCOCC1
 : 7 | -6 | 27 | 7 | -21 | 6 | 30 | 3 | -3 | 10 | 0.8
